MEX-5 binding: C. elegans MEX-5 TCR-2 RNA binding activity; Q9XUB2; MEX-5/FITC-TCR2 RNA binding, fluorescence polarization; active compounds read low; activity score (negative = inhibition of binding), % at 10 µM; hit rate 0.38% among 300,000; AID 1832;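 active = inhibition past about -25% in most replicates, and total fluorescence under double the plate's negative control median, limit read from the data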;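 also: 0% = DMSO and -100% = 5 µM competing unlabeled TCR2 RNA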
PAD4 inh: blocks human protein arginine deiminase 4 | Q9UM07 | recombinant PAD4, RCA probe fluorescence polarization | inhibition, % at 6.36 µM | hit rate 0.41% among 330,000;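 active = percent inhibition above a cutoff equal to the mean of all tested compounds plus 3 SD, cut at about 15% in these data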;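 also: 0% = PAD4 with RCA probe and DMSO and 100% = probe without PAD4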
GSTO1 inh: counter-screen for RBBP9 inhibitors: inhibitors of human GSTO1. P78417. recombinant GSTO1, activity-based probe fluorescence polarization. inhibition, % at 5.96 µM. hit rate 1.1% among 300,000. AID 1974;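 active = inhibition above the campaign mean inhibition plus 3 SD, cut at about 35% in these data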;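 also: 0% = GSTO1-1 with DMSO and 100% = wells lacking GSTO1-1 enzyme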
PME-1 inh: blocks human protein phosphatase methylesterase 1 | inhibition, % at 5.9 µM | recombinant PME-1, FP-Rh probe fluorescence polarization | hit rate 0.53% among 320,000 | Q9Y570 | AID 2130;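 active = inhibition above the campaign mean of all compounds plus 3 SD, cut at about 26% in these data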;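 also: competitive labeling of PME-1 active site by serine hydrolase directed probe; 0% = PME-1 with DMSO and 100% = wells lacking PME-1 enzyme; inhibitors block probe labeling so polarization falls and inhibition rises; many of its hits are not listed in these tables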
Target sequence (Q9Y570 whole entry, looked up): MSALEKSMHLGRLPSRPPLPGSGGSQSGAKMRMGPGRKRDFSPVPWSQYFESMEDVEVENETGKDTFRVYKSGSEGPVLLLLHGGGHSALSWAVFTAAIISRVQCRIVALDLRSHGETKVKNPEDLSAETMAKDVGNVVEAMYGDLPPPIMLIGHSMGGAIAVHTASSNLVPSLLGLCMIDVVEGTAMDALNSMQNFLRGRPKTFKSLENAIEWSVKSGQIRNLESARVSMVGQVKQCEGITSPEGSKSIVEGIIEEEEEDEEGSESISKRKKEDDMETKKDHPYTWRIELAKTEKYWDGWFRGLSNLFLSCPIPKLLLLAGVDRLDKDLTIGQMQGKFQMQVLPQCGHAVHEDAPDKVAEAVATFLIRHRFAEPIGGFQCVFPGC
Fam108B inh: Fam108B inhibition, counter-screen for RBBP9 inhibitors. inhibition, % at 9.51 µM. AID 1947. recombinant Fam108B, FP-Rh probe fluorescence polarization. hit rate 0.33% among 300,000;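 active = inhibition above the screen mean inhibition plus 3 SD, computed separately per campaign, cut at about 18% in these data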;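 also: inhibitors lower polarization as less probe binds the enzyme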
BCLXL inh: blocks human Bcl-xL binding to Bim BH3 peptide | Q07817 | GST-Bcl-xL / FITC-Bim BH3 peptide fluorescence polarization | inhibition, % at 10.9 µM | hit rate 0.7% among 320,000 | AID 2129;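 active = inhibition above the mean of all tested compounds plus 3 SD, cutoff set per campaign, cut at about 30% in these data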;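 also: 0% = DMSO wells and 100% = unlabeled Bim-BH3 peptide competitor; inhibitors lower millipolarization by displacing the labeled peptide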
GLD-1 TGE inh: GLD-1-TGE RNA interaction inhibition (C. elegans). purified GLD-1 + fluorescein TGE RNA, fluorescence polarization. inhibition, % at 5.96 µM. hit rate 0.44% among 320,000;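 active = percent inhibition above a per-plate cutoff, the plate mean of test compounds plus 3 SD, cut at about 30% in these data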;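 also: 0% = DMSO wells with GLD-1 and probe and 100% = wells lacking GLD-1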
Target sequence (Q17339 whole entry, looked up): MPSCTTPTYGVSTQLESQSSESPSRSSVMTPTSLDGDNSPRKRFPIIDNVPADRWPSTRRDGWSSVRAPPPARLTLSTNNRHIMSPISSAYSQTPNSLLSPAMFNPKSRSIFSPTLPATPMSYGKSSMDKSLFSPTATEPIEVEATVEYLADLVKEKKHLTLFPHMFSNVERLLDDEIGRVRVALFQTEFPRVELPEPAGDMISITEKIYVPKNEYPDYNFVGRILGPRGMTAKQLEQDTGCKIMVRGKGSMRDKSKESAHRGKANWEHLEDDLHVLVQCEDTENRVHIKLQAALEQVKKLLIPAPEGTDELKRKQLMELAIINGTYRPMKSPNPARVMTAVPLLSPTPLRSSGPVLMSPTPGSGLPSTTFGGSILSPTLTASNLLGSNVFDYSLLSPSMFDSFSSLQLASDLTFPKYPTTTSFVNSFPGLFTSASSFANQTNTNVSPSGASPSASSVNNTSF
TPT1 inh: inhibitors of Candida albicans tRNA 2'-phosphotransferase TPT1; recombinant caTPT1, FP RNA substrate dephosphorylation; inhibition, % at 5 µM; hit rate 0.81% among 300,000; AID 1962;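 active = inhibition above the mean of all tested compounds plus 3 SD, set per screening campaign, cut at about 24% in these data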;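 also: plate controls were DMSO alone for no effect and ferristatin control at 100 nM for full effect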
MCL1-BIM inh: disrupts human MCL1 binding to BIM-BH3 peptide. hit rate 0.68% among 320,000. inhibition, % at 10.9 µM. GST-MCL1 / FITC-Bim-BH3 fluorescence polarization;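 active = inhibition above the mean inhibition of all tested compounds plus 3 SD, set per campaign, cut at about 40% in these data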;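 also: 0% = DMSO wells and 100% = unlabeled Bim-BH3 peptide control; higher means more loss of mP so more displacement of Bim peptide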
Active calls of the source: *; x = not tested or not shown. A portion of the library (hit frequency here may not be typical).

SMILES	MEX-5 binding	PAD4 inh	GSTO1 inh	PME-1 inh	Fam108B inh	BCLXL inh	GLD-1 TGE inh	TPT1 inh	MCL1-BIM inh
O=C(CCCn1c(=S)[nH]c2ccsc2c1=O)NC1CCCCC1	2.6	0	1	0	-3	-5	-3	0	-9
CSc1cccc(NC(=O)CCNS(=O)(=O)c2ccc3[nH]c(=O)oc3c2)c1	0.1	-2	1	-4	-1	4	2	-3	3
Cc1ccccc1C(=O)c1cccn1CC(=O)NCc1ccco1	-4.8	-6	7	-10	0	-1	1	-6	-2
CCOc1cc(N2CCOCC2)c(OCC)cc1NC(=O)CN1C(=O)C2C3C=CC(C3)C2C1=O (stereo not drawn)	-1.0	0	1	3	2	-3	-3	-1	-7
CC(C)[C@H](NS(=O)(=O)/C=C/c1ccccc1)C(=O)OCC(=O)NC(N)=O	0.3	-2	4	-1	2	4	-4	-2	4
Cc1ccccc1C(OCC(O)CN1CCC(C(N)=O)CC1)c1ccccc1 (stereo not drawn)	-1.0	-1	1	3	2	-2	6	-2	-1
COc1ccc(CCNC(=O)c2cc([N+](=O)[O-])ccc2N2CCOCC2)cc1	-1.4	-2	4	-2	9	2	10	1	-1
CC(CO)Nc1nc(SCc2ccccc2)nc2sc3c(c12)CCC3 (stereo not drawn)	-1.2	0	-7	8	10	6	1	0	11
Cc1ccc(S(=O)(=O)N(C)C)cc1NC(=O)CSc1ncn[nH]1	4.8	2	5	0	1	0	-9	1	-6
CCN(CC)CCNC(=O)Cc1nn(CC)c(=O)c2ccccc12	2.0	3	1	-3	-2	3	7	-3	5
CCOC(=O)c1ccc2c(c1)n(CCO)c(C)[n+]2CC	-0.5	2	7	-3	-5	-13	1	-1	-22
Cc1cccc(Cl)c1NC(=O)N1CCCN(c2nc3ccc(Cl)cc3s2)CC1	1.9	1	2	0	0	1	6	-1	-3
CCOC(=O)c1sc(=S)n(C)c1NC(=O)c1ccc(F)cc1	0.9	1	8	1	8	9	6	-2	9
CCCCOc1ccc(OCCNS(=O)(=O)N(C)C)cc1	-0.7	-9	-4	-3	5	-1	-6	0	-2
CC(=O)Nc1ccccc1-c1nc2ccccc2nc1OCC(=O)c1ccc(Br)cc1	-1.8	-4	2	-6	-12	4	2	2	-1
CCC(C)NC(=O)CN1c2cccc3cccc(c23)S1(=O)=O (stereo not drawn)	0.7	-4	4	2	-8	4	6	6	-1
N#CCCN(C(=O)COC(=O)COc1ccc(Cl)cc1)c1ccccc1	1.9	1	1	-2	-2	4	-1	-6	-9
Cc1ccc(-n2cccc2/C=C2/C(=N)N3C(=NC2=O)SN=C3S(C)(=O)=O)cc1	1.2	-2	-27	-20	-9	4	-15	17	-1
CC(=O)Nc1ccc(OCC=C(Cl)Cl)cc1	-0.4	-3	-1	-2	-1	1	-4	2	6
Cc1cccc(C)c1N(CC(=O)Nc1cc(Cl)ccc1Oc1ccccc1)S(C)(=O)=O	-1.1	0	-3	-14	-4	-1	4	-3	1
CCOC(=O)/C(=C/c1c[nH]c2ccccc12)NC(C)=O	-0.7	-8	3	10	-3	5	4	0	2
CCc1cccc2c(C(=O)CN3C(=O)NC4(CCc5ccccc54)C3=O)c[nH]c12 (stereo not drawn)	2.3	-8	-9	-2	-6	-8	0	0	-26
CC(O)CNc1nc(NCc2ccccc2)c2cnn(C)c2n1 (stereo not drawn)	0.9	0	-3	6	-2	5	5	-4	8
CCOC(=O)c1sc2nccc(N(C)C)c2c1N=CN(C)C	-0.9	-1	-6	-5	-3	-7	-4	0	-10
O=C(CCCn1c(=O)c2sccc2n(Cc2cc(=O)n3ccccc3n2)c1=O)NCc1ccco1	0.6	-2	2	-3	1	0	6	0	-6
Next structures:
SMILES	MEX-5 binding	PAD4 inh	GSTO1 inh	PME-1 inh	Fam108B inh	BCLXL inh	GLD-1 TGE inh	TPT1 inh	MCL1-BIM inh
COc1ccc(CN2C(=O)CCC2(C)C(=O)NC2CCCCC2)c(OC)c1 (stereo not drawn)	0.8	9	1	3	3	1	3	-5	4
COc1cc(/C=C/CN2CCN(CCC(C)C)C(CCO)C2)ccc1O (stereo not drawn)	-0.9	2	22	0	-2	5	1	-4	6
c1ccc(-c2cc(-c3ccc(N4CCOCC4)cc3)nc3ccccc23)cc1	0.1	-1	1	0	3	5	-4	1	6
Cc1nn(-c2ccc(C(F)(F)F)cn2)c(C)c1Oc1ccccc1O	-2.1	0	7	4	3	-2	-6	0	1
C#CCn1c(=NC(=O)c2ccc(Br)s2)sc2cccc(OC)c21	-2.7	0	-5	-11	-15	-2	2	4	-3
COc1cccc(OC)c1C(=O)Nc1nc2ccc([N+](=O)[O-])cc2s1	-0.8	-1	-1	1	-6	-1	-4	-1	0
Fc1ccc(NC(=S)NCc2ccccc2Cl)cc1	1.1	-4	4	0	-6	1	-1	-2	9
CC(=O)c1ccc(-n2c(C)c(C(C)=O)c3cc(O)ccc32)cc1	1.3	-3	2	7	-1	2	-1	-4	4
CCCn1c(SCC(N)=O)nnc1-c1ccco1	-1.4	-2	8	4	-3	4	-5	-3	-5
CCOC(=O)c1c(N)sn(-c2ccccc2)c1=S	0.2	1	1	-4	0	1	-2	-1	9
CCCCN(C)C(=O)CC(NS(=O)(=O)c1ccc(NC(C)=O)cc1)C(C)C (stereo not drawn)	0.4	-7	7	-11	2	2	3	-3	-6
CCCC(=O)NC(c1ccc(Cl)cc1Cl)c1ccc2cccnc2c1O (stereo not drawn)	-0.6	-1	3	-1	0	2	4	-2	11
N#Cc1ccc(OCCOCCNC2CCCC2)cc1	-2.8	-9	3	9	-1	2	5	-3	-1
CCc1ccccc1NC(=O)/C(C#N)=C\c1ccc(Sc2ccccc2)o1	1.4	-2	-7	-12	-12	-9	-15	8	-22
CCn1c(SCC(=O)NCCc2ccccc2)nnc1-c1cccs1	2.1	1	-2	2	-2	-4	1	0	2
COC(=O)c1cc(NC(=O)Nc2cccc(Cl)c2)ccc1Cl	1.0	-3	-66	-124	-72	0	3	1	-2
O=C(N/N=C/c1ccncc1)C12CC3CC(CC(C3)C1)C2	0.4	-6	5	7	-4	1	-6	0	1
CCCCN1C(C)=CC(=C2C(=O)c3ccccc3C2=O)C=C1C	13	3	2	-5	2	2	7	-2	-3
Cn1c(=O)cc2c3c(c(N4CCCCC4)ccc31)C(=O)c1ccccc1-2	-40*	70*	39*	40*	24*	147*	82*	-44	152*
CCOC(=O)c1c(-c2ccccc2)nc2ccc(Cl)cn12	-0.8	1	-1	1	-3	6	6	-2	10
CC(C)(C)c1cc(C(=O)N/N=C/c2ccccc2O)n(-c2ccccc2)n1	-1.7	-2	5	-3	-1	4	6	0	1
Nc1nc(SCC(=O)Nc2ccc(Cl)cn2)n[nH]1	0.5	-4	8	-2	-4	2	4	2	-2
O=C(N/N=C/c1ccncc1)c1ccccc1OCc1ccc(Br)cc1	-3.5	1	-4	1	1	-1	1	1	-3
O=C(O)CCC(=O)NCCn1c(-c2ccccc2)csc1=Nc1ccccc1	0.4	1	-4	-5	2	1	-8	3	-2
O/N=C\c1cccn1-c1ccc(Br)cc1	-2.5	-5	-8	-2	0	7	0	1	7
Other results:
SMILES	MEX-5 binding	PAD4 inh	GSTO1 inh	PME-1 inh	Fam108B inh	BCLXL inh	GLD-1 TGE inh	TPT1 inh	MCL1-BIM inh
CS(=O)(=O)N1CCC(C(=O)Nc2cccc(C(F)(F)F)c2)CC1	-0.2	0	4	-8	3	3	2	2	0
COc1ccc(C(C)=O)cc1COc1cc(C)c(Cl)c(C)c1	1.2	1	5	0	-2	7	3	-1	-1
Cn1cccc1/C=C(/C#N)C(N)=S	-2.1	1	6	-2	1	5	-9	-1	15
COC(=O)c1ccccc1NC(=O)C12CCC(C)(C(=O)O1)C2(C)C (stereo not drawn)	0.9	0	4	-1	3	1	6	0	0
Cc1cc(C(=O)NC2CCCC2)on1	-0.9	0	-2	-5	-1	-1	2	1	0
CCOc1ccc(-c2onc(C(F)(F)F)c2-c2cscn2)c(O)c1	1.3	-4	-11	2	-7	2	6	-2	5
O=C(CSc1nnnn1C1CCCCC1)NCc1ccc2c(c1)OCO2	-0.8	2	8	0	8	21	8	-8	24
CCCN(c1ccc(OCC)cc1)c1ncnc2nc[nH]c12	0.9	0	7	-2	2	4	1	3	-5
O=C(N/N=C/c1cccc([N+](=O)[O-])c1)c1ccc(Br)cc1	-1.1	-6	-5	-15	-8	13	-3	0	31
COc1cc(OC)c(S(=O)(=O)N2CCN(C(=O)c3ccco3)CC2)cc1NC(C)=O	-3.5	1	-1	-3	0	2	0	-1	6
COC(=O)c1cccc(Nc2nc3ccccc3nc2C)c1	-1.1	0	-7	-3	3	7	0	1	6
COc1cc2c(cc1OC)C1(CCCC1)C(N)=C2C#N	-1.2	-6	-3	6	2	12	12	-8	14
CCOC(=O)N1CCc2c(sc(NC(=O)Cc3ccccc3)c2C(=O)c2ccc(OC)cc2)C1	1.1	-2	-3	-2	-9	2	2	-3	3
CCOc1cc(C(=O)Nc2cccc(OCC(=O)N3CCOCC3)c2)cc(OCC)c1OCC	0.3	1	-1	-8	2	0	-5	0	-3
CCc1nnc(NC(=O)c2ccc(Cl)c(S(=O)(=O)N3CCc4ccccc43)c2)s1	3.7	-3	-91	-9	-8	2	-3	0	9
COCCN(C(=O)c1ccc(N2CCCC2=O)cc1)c1c(N)n(Cc2ccccc2)c(=O)[nH]c1=O	x	0	x	2	x	-4	-2	x	-4
CSCC[C@H](NC(=O)c1ccc2ccccc2c1)C(=O)N1CCC2(CC1)NCCc1[nH]cnc12	1.2	-2	7	-5	-2	0	-1	1	1
CC12CCC(C[N+](C)(C)C1)C2(C)C (stereo not drawn)	2.4	-8	5	-11	-1	-17	5	0	-24
CCCCCn1c(SCCC(C)C)nc2c1c(=O)[nH]c(=O)n2C	1.9	2	10	10	13	10	-7	5	5
N#CCN=C(c1ccccc1)c1ccccc1	x	-4	x	-4	x	6	-2	x	-1
Clc1ccc(-n2ncc3c(NCc4cccs4)ncnc32)cc1	-0.1	0	-8	-2	-3	2	0	-4	5
COCCCNc1nc(N)c([N+](=O)[O-])c(NC2CCCCC2)n1	-1.4	-3	-23	2	-12	4	-5	-1	12
CN(C)S(=O)(=O)c1ccc(C(=O)NCCSc2ccccc2)cc1	-1.2	4	0	1	-2	-1	5	1	2
CCOC1Cc2ccccc2N(C(N)=O)c2ccccc21 (stereo not drawn)	3.2	5	1	-3	5	6	-4	-1	8
O=C(Nc1c2c(nn1-c1ccc(F)cc1)CS(=O)(=O)C2)c1ccc(Br)o1	2.2	1	0	0	2	3	4	-1	9
N#Cc1nc(-c2cccs2)oc1NCCN1CCOCC1	0.5	-2	11	6	1	6	-6	2	1
CCCOC(=O)Nc1nc2ccccc2o1	1.4	-10	0	-4	5	-14	-9	23	-23
Cc1nn(C(C)C(=O)NC2CCCCCC2)c(=O)c2nn(-c3ccccc3)c(C)c12 (stereo not drawn)	-2.1	0	-2	0	-6	-3	1	-1	-6
Cc1ccccc1NC(=O)NCc1cccnc1	0.4	5	2	-2	2	3	14	-3	8
